# Assay outcomes from PubChem BioAssay.
# NR2E3 ag-1: activates human NR2E3 receptor | Q9Y5X4 | actives 0.35% (n = 360,000) | CHO-S Gal4-NCOR/VP16-NR2E3 two-hybrid, luciferase | inhibition of corepressor binding, % at 3.98 µM | AID 602229;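 active = inhibition above the mean of all tested compounds plus 3 SD, cut at about 70% in these data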;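 note: 0% = DMSO with NR2E3 transfected cells and 100% = cells lacking NR2E3 construct; higher means lower luciferase signal from less NR2E3 corepressor binding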
# Target sequence (Q9Y5X4 whole entry, looked up, the tested form may be a part): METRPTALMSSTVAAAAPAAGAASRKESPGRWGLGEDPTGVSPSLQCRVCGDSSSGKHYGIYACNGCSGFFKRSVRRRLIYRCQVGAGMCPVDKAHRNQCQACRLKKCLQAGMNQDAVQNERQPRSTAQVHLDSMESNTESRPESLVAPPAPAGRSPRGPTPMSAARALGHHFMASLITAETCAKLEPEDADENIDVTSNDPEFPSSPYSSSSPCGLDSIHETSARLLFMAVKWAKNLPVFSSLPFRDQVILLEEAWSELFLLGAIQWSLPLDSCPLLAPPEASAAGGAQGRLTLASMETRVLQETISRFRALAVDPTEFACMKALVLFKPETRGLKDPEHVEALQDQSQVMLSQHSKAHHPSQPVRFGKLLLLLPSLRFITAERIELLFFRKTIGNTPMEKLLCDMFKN
# HIF-2a block: blocks HIF-2a reporter activity; 786-0 RCC cells HIF-2a reporter, luciferase luminescence, overnight; actives 0.72% (n = 360,000); inhibition, % at 18.8 µM;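 active = inhibition of the luminescence signal of 40% or more relative to plate controls, in a single-dose primary screen at 18.75 µM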
# Shn3 inh set2: inhibitors of Schnurri-3 3'UTR reporter in osteoblasts | Clone20 osteoblast Shn3 3'UTR firefly luciferase, 24 h | inhibition, % at 12.5 µM | actives 0.52% (n = 360,000) | AID 588674;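 active = mean inhibition of at least 75% with every replicate also reaching 75%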;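 note: 0% = median of neutral control wells and 100% = pilot-screen positive control compound; some compounds past the cut are filed as inactive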
# TWEAK Fn14 block: inhibitors of TWEAK-Fn14 interaction signaling; inhibition, % at 10 µM; AID 1159606; TWEAK-stimulated Fn14 reporter cells, luciferase luminescence, 8 h; actives 2% (n = 360,000); in the data active = inhibition above about 50%
# KKLEB cytotox: CF airway cell cytotoxicity counter-screen | KKLEB CF airway cells viability, ATPlite luminescence, overnight; hits give low values; cells stimulated with P. aeruginosa culture filtrate | activity change (cytotoxicity), % at 5 µM | actives 0.36% (n = 360,000) | AID 602141;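 active = corrected activity change at or below -50% at 5 µM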
# CF NFkB block: cystic fibrosis NF-kB activation inhibition; KKLEB NF-kB-GFP reporter, PAF-induced, GFP fluorescence overnight; inhibition, % at 5 µM; actives 0.86% (n = 360,000);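 active = at least 50% inhibition at 5 µM, scaled per plate between neutral and stimulator controls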;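 note: PAF is a Pseudomonas aeruginosa culture filtrate used as stimulus; plate controls were PAF-stimulated DMSO wells for no effect and unstimulated DMSO wells for full effect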
# NR2E3 ag-2: agonists of human nuclear receptor NR2E3 | GST-NR2E3/biotin-RetCOR TR-FRET, 1536-well | actives 0.12% (n = 320,000) | Q9Y5X4 | inhibition of corepressor binding, % at 4.78 µM | AID 2300;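 active = percent inhibition above the cutoff of mean plus 3 SD of all tested compounds, set per screening campaign, cut at about 20% in these data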;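 note: 0% = DMSO wells and 100% = biotin wells as full block of FRET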
#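 Test system: GST-NR2E3 and biotin-RetCOR proteins | Quantity: 1.35 nM GST-tagged NR2E3 final | Medium: Tris pH 7.5 | Also added: 7 nM biotin-RetCOR | Dosing: Compound at 4.8 µM, single dose | Timing: 5 h at 4 °C | Detection: Time-resolved FRET | Read-out basis: Percent inhibition | Benchmarks: Biotin wells as high control, 0.6% DMSO wells as low control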
# Peg3 prom inh: reduces Peg3 promoter-driven luciferase expression in HeLa; actives 1.7% (n = 360,000); AID 588405; HeLa PEG-Prom luciferase reporter, luminescence, overnight; inhibition, % at 20 µM;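 active = inhibition of at least 50% at 20 µM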
# aDG glyco act: alpha-DG glycosylation activation. Pro5-aDG cells, alpha-DG glycosylation AlphaScreen (IIH6); 0% Pro5, 100% B10-LARGE cell signal. AID 624168. actives 0.22% (n = 360,000). activation, % at 10 µM;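 active = activation of at least 8% versus controls, or a plate z-score of at least 8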;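 note: Pro5 are CHO cells carrying HIG-tagged alpha-DG that lacks glycosylation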
# hiPSC survival: enhancers of human iPSC single-cell survival. hiPSC single-cell survival, ATPlite luminescence; 100% = ROCK inhibitor wells, 0% = DMSO. survival enhancement, % at 20 µM. actives 0.044% (n = 360,000). AID 602274; in the data active = survival enhancement above about 18%;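 note: cells exposed to compounds for 16 hours before the ATP read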
# TRPM1 prom inh: inhibitors of MITF-driven TRPM1 promoter in melanoma cells | SK-MEL-5 TRPM1 promoter luciferase, 24 h | inhibition, % at 12.5 µM | actives 0.83% (n = 330,000);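 active = mean inhibition across replicates of 60% or more, whatever share of single replicates reaches that level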; note: values of inactives mirror those of a sister screen read the other way
# An asterisk follows results filed as active; . = no result given.
SMILES,NR2E3 ag-1,HIF-2a block,Shn3 inh set2,TWEAK Fn14 block,KKLEB cytotox,CF NFkB block,NR2E3 ag-2,Peg3 prom inh,aDG glyco act,hiPSC survival,TRPM1 prom inh
O=C(Nc1ccc2c(c1)CCC2)c1ccccc1F,-116,-117,-29,28,11,-61,3,-173,0.7,-1.0,-30
COc1ccc(-c2cc(C)no2)cc1S(=O)(=O)N1CCN(c2ccccn2)CC1,6,12,-3,7,-7,-4,2,10,-0.1,-0.2,6
O=C(c1cnsn1)N1CCC(CO)(Cc2cccc(F)c2)CC1,-144,-262,-106,-11,9,-16,1,-234,-0.1,-0.3,-107
Cc1sc2c(c1C)c(=O)n(-c1ccc(Cl)cc1)c(=O)n2Cc1cc(=O)n2ccccc2n1,15,19,-17,16,-1,-13,-2,8,-0.4,0.5,-1
COc1ccc(OCC(=O)Nc2c(C(=O)N3CCC(N4CCCCC4)CC3)oc3ccccc23)cc1,8,1,-1,-10,3,-29,1,-5,0.1,-0.4,-30
COc1ccc(-c2cc(C)no2)cc1S(=O)(=O)NCc1cccc(C)c1,-10,4,12,-3,-10,13,4,28,0.4,0.0,-5
CCc1ccc(-c2cc(C(=O)Nn3cnnc3)c3ccccc3n2)cc1,-138,11,15,59*,-32,-1,5,37,-0.1,-4.9,66*
COc1ccccc1NC(=O)c1ccccc1SCC(=O)N1CCCC1,-23,15,2,0,4,-5,.,5,0.3,-2.7,.
COc1ccc(N(CC(=O)N2CCc3ccccc32)S(=O)(=O)c2c(C)n[nH]c2C)cc1,-12,11,18,5,7,-14,0,27,0.1,-1.1,11
CC1CN=C2C(C(=O)Nc3ccccc3)=C(O)CC(c3ccccc3)N21 (centres undefined),-21,-8,1,7,-4,-14,1,1,0.4,-1.4,-9
Cc1c(Nc2nc(-c3cccc([N+](=O)[O-])c3)cs2)c(=O)n(-c2ccccc2)n1C,-12,0,-10,-12,3,5,-7,7,0.0,0.7,-2
Fc1ccccc1C(c1nnnn1Cc1ccc2c(c1)OCO2)N1CCN(Cc2ccco2)CC1 (centres undefined),-9,8,8,3,2,-5,0,21,0.1,3.6,-24
O=c1cc(-c2ccccc2)c2ccc(O)cc2o1,-12,-25,-3,4,5,41,2,-3,0.0,0.9,-4
C/C(=N/NC(=O)c1ccc(C(C)(C)C)cc1)c1ccccn1,-21,-170,81,45,-6,26,3,-95,-0.2,-0.4,22
O=C(CSc1nnc(-c2cccc(S(=O)(=O)N3CCCCC3)c2)o1)c1ccc[nH]1,-8,-9,10,-6,-2,-6,0,-5,0.2,2.5,8
CCCC(C)C(=O)Nc1cc(S(=O)(=O)N2CCCCC2)ccc1N1CCOCC1 (centres undefined),2,-1,6,9,-6,3,5,5,0.2,-0.4,6
CCOc1ccccc1Nc1ncccc1C(=O)N1CCCC1,-4,15,23,-8,3,8,2,3,0.1,-0.4,-8
Cc1c(NC(=O)C2(c3ccccc3)CCOCC2)c(=O)n(-c2ccccc2)n1C,20,4,6,-2,-5,14,1,18,0.1,-1.9,-8
Nc1ccccc1NC(=O)c1ccccc1N,-56,-28,-24,-16,4,3,0,-28,-0.2,5.3,10
COc1cccc(CN(CC(=O)NCc2ccco2)C(=O)CNS(=O)(=O)c2ccccc2)c1,-22,5,-4,15,8,-14,0,1,-0.1,0.1,3
O=C(/C=C/c1ccccc1)NC(=S)Nc1ccccc1O,-20,-217,-15,1,-6,30,3,-247,0.3,-0.4,-18
O=C(O)CSc1nnc(CNc2cccc(C(F)(F)F)c2)n1Cc1ccco1,-35,7,-9,-1,10,-14,0,-6,-0.1,0.6,23
C=CCNCCOc1ccccc1-c1ccccc1,-35,5,17,8,3,3,3,9,0.6,0.0,-18
O=C(Nc1nccs1)c1ccc(COc2c(F)c(F)cc(F)c2F)cc1,8,-139,-2,-14,8,8,-4,-169,0.9,-0.4,.
Cc1ccc2nc(Nc3ccccc3O)nc(-c3ccccc3)c2c1,-11,-36,-33,12,6,-37,3,-3,-0.4,-1.5,-7

# Remaining list, next part.
SMILES,NR2E3 ag-1,HIF-2a block,Shn3 inh set2,TWEAK Fn14 block,KKLEB cytotox,CF NFkB block,NR2E3 ag-2,Peg3 prom inh,aDG glyco act,hiPSC survival,TRPM1 prom inh
COc1ccccc1/C=N/NC(=O)c1ccccc1Cl,-12,13,-10,-13,-12,5,6,-1,0.0,3.4,-6
CCOc1cc(CNc2ccc(OC)cc2)cc(Br)c1OCC(=O)NC(C)(C)C,-12,-27,21,-34,7,10,1,1,0.2,-3.5,-3
O=C(/C=C/c1ccco1)Nc1scc(-c2ccccc2)c1C(=O)O,-32,-87,-22,67*,-4,1,0,-116,-0.1,-0.7,-16
CCOC(=O)C1=C(O)C(=O)N(Cc2cccnc2)C1c1ccc(OC)cc1 (centres undefined),11,8,-14,2,3,1,8,-16,-0.2,0.9,-2
O=C(NCC(c1cccs1)N1CCOCC1)c1ccc(Cl)cc1 (centres undefined),-12,-4,-2,8,-2,-6,-2,6,0.1,-0.3,26
CC(C)CN(C(=O)CN1CCOCC1)c1c(N)n(CC(C)C)c(=O)[nH]c1=O,-9,22,-19,16,13,-2,2,6,-0.1,0.1,-11
Cn1c(N)c(C(=O)COC(=O)CN2C(=O)c3ccccc3C2=O)c(=O)n(C)c1=O,16,31,2,13,6,8,1,8,0.0,-1.4,12
COc1ccc(N(C(=O)CNC(=O)c2ccco2)C(C(=O)NC2CCCC2)c2ccc(C)o2)cc1 (centres undefined),-11,11,55,0,-2,-7,7,-11,0.0,0.0,.
CSc1cccc(NC(=O)C(C)C)c1,-6,10,-13,3,0,9,3,4,-0.2,-0.2,-2
Cc1ccc(NC(=O)c2cc(C(C)(C)C)nn2Cc2ccccc2)cc1,-23,-42,3,-32,-4,-10,1,3,0.0,-0.6,3
COc1ccc(/C=C2\SC(=O)N(CC(=O)NCCC(C)C)C2=O)cc1OC,-1,11,-4,-33,0,-3,-5,-6,0.2,2.6,-4
CCN(CC)C(=O)[C@H]1CC(CC(=O)NCc2ccco2)C(=O)N2CCc3c([nH]c4ccc(OC)cc34)[C@]12C (some centres undefined),-3,7,-6,6,8,0,.,0,0.0,-0.1,5
O=S1(=O)CC(N2CCSCC2)CN1Cc1cn(Cc2ccc(Cl)cc2)nn1 (centres undefined),-36,5,.,6,.,.,.,.,0.0,-0.1,.
c1ccc(-c2noc(-c3cccc4ccccc34)n2)nc1,-116,-43,-35,77*,-30,-8,-1,-63,-0.1,-4.0,8
COc1ccc(/C(C)=N\NC(=O)C(c2ccncc2)N2CCOCC2)cc1 (centres undefined),-9,25,-2,-11,16,-6,2,2,0.0,0.0,-1
Cc1ccc(NC2CCCN(C(=O)CCN3CCCCO3)C2)cc1C (centres undefined),-50,7,1,-15,4,-8,0,14,0.0,-0.5,9
CCOc1ccc(N=C2NC(=O)S/C2=C\c2ccc(N(C)C)cc2)cc1,-118,-185,-33,-8,5,-38,-4,-203,-0.4,-4.2,-7
COCC(=O)N1CCC(Oc2ccc(C(=O)NCc3cc(C)no3)cc2)CC1,18,0,2,4,-10,30,5,-4,0.9,-0.2,-2
Cc1ccc(C)c(OCC(=O)Nc2cc(C(=O)O)cc(C(=O)O)c2)c1,-9,0,-1,-8,-5,3,1,-1,-0.1,-1.3,-12
Cc1nn(-c2ncc(C(F)(F)F)cc2Cl)c(=O)n1-c1ccccc1Cl,-15,4,7,3,-3,9,.,13,0.2,8.7,-9
O=C(Cn1ncc(Cl)c(Cl)c1=O)Nc1ccc2c(c1)OCO2,13,95*,66,75*,-36,64*,5,96*,-0.3,0.0,79*
C#CCOc1ccccc1CNC1CCN(Cc2ccccc2)CC1,8,6,14,0,1,-9,0,-16,0.2,0.0,0
COC1OC2COC(c3ccccc3)OC2C2OC12 (centres undefined),-1,-12,15,4,1,5,.,-13,0.2,7.3,1
CCCCCCN1C(=O)CC(NC(=O)OCC2c3ccccc3-c3ccccc32)C/C=C\C1C(C)C (centres undefined),-2,-6,32,21,-4,6,.,2,-0.3,-1.0,0
Cn1c(=O)c2c(SCc3cccc(C(F)(F)F)c3)nc(-c3ccco3)nc2n(C)c1=O,-6,21,-49,3,-27,15,5,-21,0.0,0.5,15

# Sorted by the number under NR2E3 ag-2 (rising): 4 of the compounds above
molecule	NR2E3 ag-1	HIF-2a block	Shn3 inh set2	TWEAK Fn14 block	CF NFkB block	NR2E3 ag-2	Peg3 prom inh	aDG glyco act	TRPM1 prom inh
COc1cccc(CN(CC(=O)NCc2ccco2)C(=O)CNS(=O)(=O)c2ccccc2)c1	-22	5	-4	15	-14	0	1	-0.1	3
COc1ccc(OCC(=O)Nc2c(C(=O)N3CCC(N4CCCCC4)CC3)oc3ccccc23)cc1	8	1	-1	-10	-29	1	-5	0.1	-30
CCOc1ccccc1Nc1ncccc1C(=O)N1CCCC1	-4	15	23	-8	8	2	3	0.1	-8
CCc1ccc(-c2cc(C(=O)Nn3cnnc3)c3ccccc3n2)cc1	-138	11	15	59*	-1	5	37	-0.1	66*

# Later entries
SMILES,NR2E3 ag-1,HIF-2a block,Shn3 inh set2,TWEAK Fn14 block,KKLEB cytotox,CF NFkB block,NR2E3 ag-2,Peg3 prom inh,aDG glyco act,hiPSC survival,TRPM1 prom inh
CCOC(=O)c1c(C)nc2c(c1-c1cc(OC)c(OC)c(OC)c1)C(=O)c1ccccc1-2,-5,12,5,-8,11,-7,1,28,0.0,-2.4,-4
O=C(Nc1ccccn1)NC12CC3CC(CC(C3)C1)C2,-9,-17,0,-18,-8,3,-4,1,0.0,3.7,-5
O=C(CCN1CCCCC1=O)NC1CCCc2c1cnn2-c1ccccc1F (centres undefined),-13,3,-13,4,1,5,-6,3,0.0,-0.1,13
Nc1ncc(Br)cc1S(=O)(=O)NCCC(=O)N1CCN(c2ccccc2)CC1,15,15,4,5,-5,8,3,12,0.0,-0.5,6
O=C(NCc1cc(C(F)(F)F)cc(C(F)(F)F)c1)C1CC(c2c(Cl)cccc2Cl)=NO1 (centres undefined),7,7,1,0,-15,12,0,19,0.6,0.2,-25
CN1CCN(C(=O)c2ccc(CN3CCOCC3)cc2)CC1,-4,8,13,10,-4,-4,-2,10,-0.2,-1.2,2
CC(C)C(=O)NC(NC(=S)Nc1cccc2cccnc12)C(Cl)(Cl)Cl (centres undefined),0,10,2,4,6,0,5,19,-0.1,1.1,15
O=C(N/N=C1\CCSc2ccc(F)cc21)c1cccnc1,-1,0,2,12,2,-3,3,-10,0.2,1.3,-1
COc1ccc(Cc2nnc(Nc3ccc(C)cc3C)[nH]c2=O)cc1,-21,2,15,-8,5,-7,3,3,-0.2,6.0,5
Cc1ccc(S(=O)(=O)N2CCN(C(=O)CSC(=S)N3CCCC3)CC2)c(C)c1,-4,4,-32,-17,-3,7,1,10,-0.1,1.5,1
CC1=CC=CN2C1=NC(=O)CC2(C)C(=O)N(CC(=O)NC1CCCC1)Cc1ccccc1 (centres undefined),1,16,-6,19,4,-16,4,10,0.1,-0.6,8

# Random draw from the library. Share with any hit: about 4.4%.
